# CaV13 FRET inh = Primary screen for inhibitors of IQ motif and Ca2+-dependent inactivation inhibitor domain binding in CACNA1D, Förster resonance energy transfer in living cells, … | HEK cells, CFP/YFP FRET ICDI-IQ, plate reader, 10 min; percent FRET-ratio fall versus neutral wells | inhibition, % at 12.3 µM | 0.098% of 340,000 active | AID 743397;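 active means mean replicate inhibition of at least 30% and at least 1% of replicates passing that level; inconclusive means only one of the two criteria is met; inactive means neither criterion is met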;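 further: 0% = median of the neutral control wells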
# PDI inh = PDI (human) enzyme inhibition. P07237. PDI insulin aggregation turbidity, A650, 90 min. inhibition, % at 10 µM. 0.052% of 350,000 active;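 active means mean inhibition across replicates of 30% or more, whatever share of single replicates reach that level; inconclusive means mean inhibition below 30% while every single replicate reaches 30%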;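 further: absorbance from insulin aggregation driven by PDI reduction with DTT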
# Target sequence (P07237 whole entry, looked up): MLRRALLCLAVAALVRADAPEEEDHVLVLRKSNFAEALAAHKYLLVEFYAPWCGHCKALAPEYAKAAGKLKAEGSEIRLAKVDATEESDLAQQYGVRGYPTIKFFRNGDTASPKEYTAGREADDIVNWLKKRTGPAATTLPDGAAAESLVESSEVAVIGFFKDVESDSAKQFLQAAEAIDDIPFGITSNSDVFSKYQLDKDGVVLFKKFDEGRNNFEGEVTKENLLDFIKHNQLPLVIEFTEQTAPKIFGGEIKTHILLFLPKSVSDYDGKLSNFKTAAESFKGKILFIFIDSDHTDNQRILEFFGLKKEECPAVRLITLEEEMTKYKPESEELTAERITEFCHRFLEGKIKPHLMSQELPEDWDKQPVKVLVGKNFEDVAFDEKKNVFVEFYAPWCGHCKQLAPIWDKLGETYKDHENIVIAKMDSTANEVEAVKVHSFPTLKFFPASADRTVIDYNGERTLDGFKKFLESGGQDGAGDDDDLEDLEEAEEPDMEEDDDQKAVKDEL
# NR2E3 ag-1 = human photoreceptor-specific nuclear receptor agonism | Q9Y5X4 | CHO-S Gal4-NCOR/VP16-NR2E3 two-hybrid, luciferase | inhibition of corepressor binding, % at 3.98 µM | 0.35% of 360,000 active | AID 602229;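 active means inhibition above the mean of all tested compounds plus 3 SD, cut at about 70% in these data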;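 further: 0% = DMSO with NR2E3 transfected cells and 100% = cells lacking NR2E3 construct; higher means lower luciferase signal from less NR2E3 corepressor binding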
# Target sequence (Q9Y5X4 whole entry, looked up, the tested form may be a part): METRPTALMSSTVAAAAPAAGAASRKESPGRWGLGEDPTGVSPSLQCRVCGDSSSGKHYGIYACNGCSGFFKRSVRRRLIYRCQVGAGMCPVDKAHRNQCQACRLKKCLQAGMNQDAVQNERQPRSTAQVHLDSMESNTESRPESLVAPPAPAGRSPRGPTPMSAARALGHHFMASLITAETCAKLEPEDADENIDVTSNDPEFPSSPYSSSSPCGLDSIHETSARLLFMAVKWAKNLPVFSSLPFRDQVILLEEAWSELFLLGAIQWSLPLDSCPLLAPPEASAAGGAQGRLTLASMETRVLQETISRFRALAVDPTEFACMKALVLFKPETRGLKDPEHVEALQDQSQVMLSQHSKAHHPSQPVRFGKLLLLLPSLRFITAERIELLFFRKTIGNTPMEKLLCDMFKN
# Peg3 promoter = Peg3 promoter activity inhibition; 1.7% of 360,000 active; inhibition, % at 20 µM; HeLa PEG-Prom luciferase reporter, luminescence, overnight;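 active means inhibition of at least 50% at 20 µM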
# hiPSC survival = hiPSC single-cell survival enhancement; AID 602274; 0.044% of 360,000 active; ATPlite luminescence; 100% = ROCK inhibitor wells, 0% = DMSO; survival enhancement, % at 20 µM; in the data active means survival enhancement above about 18%;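 further: cells exposed to compounds for 16 hours before the ATP read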
# aDG glyco act = increases alpha dystroglycan glycosylation. Pro5-aDG cells, alpha-DG glycosylation AlphaScreen (IIH6); 0% Pro5, 100% B10-LARGE cell signal. activation, % at 10 µM. 0.22% of 360,000 active. AID 624168;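 active means activation of at least 8% versus controls, or a plate z-score of at least 8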;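 further: Pro5 are CHO cells carrying HIG-tagged alpha-DG that lacks glycosylation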
# TRPM1 prom inh = reduces MITF-dependent TRPM1 promoter luciferase signal. SK-MEL-5 TRPM1 promoter luciferase, 24 h. 0.83% of 330,000 active. inhibition, % at 12.5 µM;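 active means mean inhibition across replicates of 60% or more, whatever share of single replicates reaches that level; inconclusive means some that reach 60%, reason not given; inactive means mean inhibition across replicates below 60%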; further: values of inactives mirror those of a sister screen read the other way
# NR2E3 ag-2 = activates human photoreceptor nuclear receptor NR2E3 | 0.12% of 320,000 active | Q9Y5X4 | GST-NR2E3/biotin-RetCOR TR-FRET, 1536-well | inhibition of corepressor binding, % at 4.78 µM | AID 2300;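 active means percent inhibition above the cutoff of mean plus 3 SD of all tested compounds, set per screening campaign, cut at about 20% in these data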;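 further: 0% = DMSO wells and 100% = biotin wells as full block of FRET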
#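 Assay system: NR2E3–RetCOR corepressor complex. Quantity: 1.35 nM GST-NR2E3. Buffer or medium: pH 7.5 Tris-based buffer. Reagent: biotinylated RetCOR corepressor at 7 nM final. Schedule: 5 h at 4 °C. Detection: TR-FRET, emission read at 617 and 671 nm. Replicates: one well per compound, singlicate testing.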
# HIF-2a block = blocks HIF-2a reporter activity; AID 624352; 0.72% of 360,000 active; 786-0 RCC cells HIF-2a reporter, luciferase luminescence, overnight; inhibition, % at 18.8 µM;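 active means inhibition of the luminescence signal of 40% or more relative to plate controls, in a single-dose primary screen at 18.75 µM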
# Vif imaging = HIV Vif inhibition. HEK293T cells, Vif self-association by quenched fluorescence, imaging, 24 h. inhibition, % at 7.49 µM. 0.35% of 340,000 active; in the data active means inhibition above about 50%, passing the limit was not always enough; inconclusive means no clear call, values can overlap the other calls; inactive means below about 31%; further: some results filed as inactive read as strong as hits
# Exocytosis inh = blocks lytic granule exocytosis; TALL-104 LAMP-1 surface exposure, flow cytometry; cells stimulated with thapsigargin and PMA; inhibition, % at 10 µM; 0.66% of 360,000 active;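 active means inhibition above about 55%, limit read from the data; inconclusive means no clear call, values can overlap the other calls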
# * = called active by the depositor; ? = inconclusive; · = not tested or not shown.
# Fields – Peg3 promoter, HIF-2a block, hiPSC survival, TRPM1 prom inh, Vif imaging, Exocytosis inh, PDI inh, CaV13 FRET inh, NR2E3 ag-2, NR2E3 ag-1, aDG glyco act
1: COc1ccc(S(=O)(=O)N2CCN(Cc3cccc(OC)c3OC)CC2)cc1
→ 10, 12, 0.0, -4, 26, 3, 11, -21, 3, 12, 0.0
2: Cc1cc2ncn(C3CC(=O)N(C)C3=O)c2cc1C (configuration not stated)
→ 13, 6, -1.1, 12, -2, 2, 1, -5, -1, -2, 0.0
3: CC1(C)CC(=O)c2cnc(NCC3CCCO3)nc2C1 (configuration not stated)
→ -27, -43, -2.5, -10, -10, -3, -2, ·, 1, -47, -0.2
4: CC1Cc2ccccc2N1S(=O)(=O)c1cccc(C(=O)NCc2ccncc2)c1 (configuration not stated)
→ 6, 18, -0.6, 16, -18, -2, -3, -6, 4, 40, 1.1
5: COc1ccc(-c2sc3ccccc3c2C#Cc2cncn2C)cc1
→ 52*, 22, -0.8, -5, 2, -23, -1, -7, ·, 15, 2.0
6: COc1ccc(S(=O)(=O)N(Cc2ccc(OC)c(OC)c2)Cc2ccco2)cc1
→ 19, 20, 0.0, -7, -1, 1, 9, ·, 4, 15, 1.0
7: N#C/C(=C/c1ccncc1)c1nc2ccccc2s1
→ 16, -10, -2.6, 4, 0, -3, -4, -6, 1, -53, -0.1
8: O=C(NC1CCCCC1)C(c1cccnc1)N(C(=O)c1csnn1)c1ccc(F)cc1 (configuration not stated)
→ 5, 11, 1.9, 0, 3, -6, 5, -5, 2, -6, 0.0
9: O=c1[nH]c2ccc(S(=O)(=O)Nc3ccccc3O)cc2[nH]1
→ 6, 9, 1.4, 8, -1, -1, ?, -2, 0, -14, -0.1
10: Cc1c2n(c3ccccc13)CC/C2=N\O
→ 17, 6, 0.5, 14, -3, 12, -2, -4, -4, -25, 0.8
11: COc1ccc(Cl)cc1NS(=O)(=O)c1cc(Cl)ccc1OC
→ 15, 18, -2.4, 11, 9, 1, 3, -6, -1, -3, 0.2
12: CC1CCC/C(=N\NC(=O)COc2ccc(Cl)cc2Cl)C1 (configuration not stated)
→ -18, -21, -1.7, -2, ·, -2, 1, -5, -1, -31, -0.3
13: CCCC(=O)c1c(NC(C)C)cc(C)oc1=O
→ -6, -1, 0.8, -16, 5, 4, -2, -3, 4, -2, -0.2
14: O=C(CSCc1ccc(F)cc1)NCc1cccs1
→ -30, -59, 1.6, -40, -2, 2, -1, -2, 6, 6, 0.0
15: CCOC(=O)c1sc(Nc2nc3c(OC)cccc3s2)cc1C
→ 77*, -223, -1.0, -45, -18, -7, 5, -4, 6, -80, 0.8
16: COc1cc(CN(C(=O)c2ccco2)C2CCS(=O)(=O)C2)cc(OC)c1OC (configuration not stated)
→ 2, 11, -0.5, 5, -9, -3, 6, -3, -2, -30, -0.3
17: COc1ccc(NC(=O)c2ccc3ccccc3c2)cc1
→ -298, -181, 0.3, -43, -3, -2, -3, 1, 4, -148, 0.0
18: Cc1cc(NC(=O)CSc2nnnn2-c2ccccc2)no1
→ 8, 14, 0.7, -3, 8, 2, 3, -1, 3, -14, -0.6
19: COc1ccc(-c2nc3c(C(=O)NCCN(C)C)cccc3c3ccccc23)cc1
→ 95*, 1, -2.5, -1, 0, 38, 5, -14, ·, -9, 3.0
20: Cc1ccc(C2=NC(C)(C)NC2=O)cc1
→ -9, -7, 6.5, -4, -3, 2, 7, ·, -2, -13, 0.1
21: CCc1nc2ccc(C(=O)Nc3ccc(OC)c(OC)c3)cn2c1N(CC)CCOC
→ 3, -16, -1.1, ·, -6, -5, 13, -5, ·, -15, 0.4
22: COc1ccc(C(=O)/C=C2/c3ccccc3CC(C)(C)N2C)cc1OC
→ 12, 4, -1.6, 2, -7, -3, 5, -3, -4, -20, 0.0
23: Cc1cc(C)nc(NC(=O)NS(=O)(=O)Nc2ccc(Br)cn2)n1
→ 0, 28, -2.0, 1, 31, -3, 4, ·, 3, -1, 2.2
24: CNc1nnc(-c2ccco2)s1
→ -9, 7, -0.4, 3, -6, -5, 5, -5, 0, -25, 0.1
25: Cc1ccc(NS(=O)(=O)c2ccc(-n3cccn3)cc2)c(Cl)c1
→ 15, 10, -1.1, ·, ·, 6, -5, -12, ·, 14, 0.0
26: O=C(NCCc1ccccc1)C1CCN(S(=O)(=O)c2ccc(-n3cnnn3)cc2)CC1
→ -30, -12, 4.3, -2, 0, -6, -4, -5, 1, 8, -0.3
27: O=C(OCCc1ccccc1)c1cc(O)c(O)c(O)c1
→ -347, -14, -2.9, -47, 51*, -2, 2, -7, -2, -157, 0.2
28: CC(=O)c1cccc(NC(=O)C(C)OC(=O)c2cc(=O)[nH]c3ccccc23)c1 (configuration not stated)
→ 8, 10, -0.3, 14, 10, -3, -3, -2, 3, 5, 0.0
29: Fc1c(F)c(F)c(NC2=NCCCCC2)c(F)c1F
→ 4, 2, 0.1, 10, -1, -2, -2, -3, 3, -40, 0.0
30: CCOC(=O)N1CCN(C(=S)NC(=O)c2nn(C)cc2Br)CC1
→ -4, 21, 0.4, -10, 0, ?, 9, -1, 2, 0, 0.0
31: COc1ccc(C/C(C)=N/NC(=O)c2ccc(Cl)cc2)cc1
→ 3, 9, 0.2, -6, 2, -7, 1, 5, -3, -19, -0.1
32: Cc1ccc(-c2nnc(N3CCN(CCO)CC3)c3ccccc23)cc1
→ 11, 0, 0.1, -7, 7, 18, -50, -4, 2, -4, -0.1
33: N=C1c2c(cc(=O)n3c2[nH]c2ccccc23)CN1CCN1CCOCC1
→ -39, -47, -0.5, -7, 5, -2, 10, -10, 3, -20, -0.1
34: Cc1noc(NS(=O)(=O)c2ccc(NC(=O)/C=C/c3ccc(Br)cc3)cc2)c1C
→ 8, 7, 0.2, -1, ·, -3, -4, ·, ·, -31, -0.2
35: Cc1cc(C(=O)c2ccc(C(C)(C)C)cc2)c(NC(=O)CCl)s1
→ 103*, 10, -2.2, 16, 2, 2, -1, -4, 2, 11, 0.4
36: S=C1NCCOCCOCCOCCNC(=S)N2CCOCCOCCN1CCOCCOCC2
→ 1, 8, -1.5, -5, 15, 6, -1, -3, 5, -5, 0.4
37: CCCN1CCC(NC(=O)Cc2cccc(C)c2)CC1
→ 3, 20, -0.7, 5, 0, -3, 15, 4, 2, 28, -0.1
38: O=C(NC1CCCCC1)C1CCCN(c2nnnn2-c2ccccc2)C1 (configuration not stated)
→ 21, -16, -2.8, -11, 1, -2, -6, -6, 3, 7, -0.3
39: CCn1c(COc2ccc(Cl)c(C)c2)nnc1SCC(=O)N1CCCC1
→ 14, 24, 1.7, -3, -5, 2, -6, -5, -3, -7, 0.6
40: COc1cc(/C=N/NC(=O)c2ccncc2)ccc1OCC(=O)Nc1cccc([N+](=O)[O-])c1
→ -84, -12, 0.1, -68, ?, 25, 1, -4, 4, 19, 0.1
41: Cc1oc(-c2ccccc2)nc1C(=O)N1CCN(c2ccc(F)cc2)CC1
→ 12, 8, -0.4, 8, 10, 2, -2, 3, -1, 9, 0.2
42: COc1ccc(-c2cc(C(F)(F)F)nc(SCC(N)=O)n2)cc1
→ -4, -7, 1.1, 4, -3, -2, -3, -8, 2, -3, -0.1
43: c1ccc2sc(SCSc3nc4ccccc4s3)nc2c1
→ -145, -284, 0.3, -21, -1, -4, -1, -6, -3, -24, 0.0
44: O=c1cc(CSc2n[nH]c(-c3ccncc3)n2)nc2sccn12
→ -6, 16, 2.6, -7, 0, 1, 4, -6, 1, -6, -0.1
45: Cc1cc(C)cc(NC(=S)N(CCN(C)C)Cc2cccs2)c1
→ 4, 18, 0.2, 2, -5, -2, 4, 0, 0, 24, 0.0
46: CCSc1ncc(C#N)c(=O)[nH]1
→ 8, 10, -2.6, 4, ·, 1, -10, -7, 0, -20, -0.2
47: Cn1nnnc1NCc1ccccc1F
→ 6, 16, -0.3, 9, -14, -1, 5, -2, 1, -16, 0.0
48: CC(OC(=O)c1nn(C)c(=O)c2ccccc12)C(=O)NCc1ccc2c(c1)OCO2 (configuration not stated)
→ -11, 0, 2.7, 1, 12, -1, -7, -5, 1, 5, 0.0
49: Cc1ccc(S(=O)(=O)N2CCN(C(=O)COC(=O)CCOc3cc(C)ccc3C)CC2)cc1
→ 9, 8, 0.0, 2, 1, 0, 1, -2, 9, 9, 0.1
50: N#CC1(c2ccccc2)CCC(=O)N1c1ccccc1 (configuration not stated)
→ 4, 14, -0.4, -25, 1, -6, -3, -6, 6, -2, -0.1
51: CC1CCCC(C)N1C(=O)Cn1nnc(-c2ccccc2)n1 (configuration not stated)
→ 15, -3, -0.2, -1, -3, -13, -3, -5, 1, 1, -0.1
52: COc1ccc(/C=N/OCC(=O)N=Nc2c(O)[nH]c3ccc(Br)cc23)cc1OC
→ 4, 4, 0.8, 12, 3, 8, -6, -6, 0, -32, -0.1
53: Cc1[nH]c2ccccc2c1-c1ccc(Cl)nn1
→ 0, -11, 3.2, 3, 3, 3, -2, -7, -1, -19, -0.2
